# Screens as filed in PubChem BioAssay.
# FLuc act counter = FLuc activators, initial screening, artefact control for FLuc-dependent activation tests, biochemical, ATPlite luminescence; ATPlite luciferase biochemical, 10 min; 0 = ATP-free wells, 1 = DMSO control; activation factor at 10 µM; 200,000 tested, under 10 active;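 active = luciferase activation factor, scaled between plate controls, of at least 2 with compound at 10 µM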
# Target sequence (P08659 whole entry, looked up): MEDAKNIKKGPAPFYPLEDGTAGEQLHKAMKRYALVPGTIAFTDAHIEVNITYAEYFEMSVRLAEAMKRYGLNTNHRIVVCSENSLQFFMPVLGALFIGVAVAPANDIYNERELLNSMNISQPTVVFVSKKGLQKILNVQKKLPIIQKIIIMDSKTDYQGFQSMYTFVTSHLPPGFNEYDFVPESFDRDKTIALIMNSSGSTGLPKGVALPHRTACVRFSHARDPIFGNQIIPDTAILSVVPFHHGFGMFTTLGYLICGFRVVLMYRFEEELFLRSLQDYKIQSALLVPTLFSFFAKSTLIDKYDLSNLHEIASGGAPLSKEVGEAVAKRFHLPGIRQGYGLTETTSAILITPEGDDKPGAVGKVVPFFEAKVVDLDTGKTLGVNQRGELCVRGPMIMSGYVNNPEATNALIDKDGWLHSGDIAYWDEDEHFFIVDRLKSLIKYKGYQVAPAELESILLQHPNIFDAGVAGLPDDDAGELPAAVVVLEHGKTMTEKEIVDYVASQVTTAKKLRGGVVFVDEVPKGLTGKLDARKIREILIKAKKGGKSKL
#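 Assay system: Luciferase/luciferin detection reagent, cell-free biochemical luciferase assay / Also added: ATP substrate / Schedule: 10 min at ambient temperature / Measured by: luminescence measurement of luciferase light output / Benchmarks: low control with PBS replacing ATP, high control enzyme plus ATP without compound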
# STAT1 activator = STAT1 signaling activators, primary screen, cell-based, HTS, luciferase reporter; NIH 3T3 STAT1-luciferase reporter, IFN-gamma, luminescence; 100% = IFN-gamma alone, no compound; activation (% of control), % at 5.5 µM; actives 2.6% (n = 200,000);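 active = activation above the screen-wide mean activation plus 3 SD, cut at about 130% in these data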;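 also: raw ratio to IFN-gamma control signal so 100% means no change and 0% no light; values of inactives mirror those of a sister screen read the other way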
# G6PDH CS = L. mesenteroides G6PDH inhibitors, counter-screen for G6PDH-coupled screening assays, biochemical, Leuconostoc mesenteroides enzyme | glucose-6-phosphate dehydrogenase [Leuconostoc mesenteroides] | Purified L. mesenteroides G6PDH, diaphorase/resazurin coupled fluorescence, 45 min | inhibition, % at 5 µM | actives 0.12% (n = 200,000) | AID 1020, 2008; in the data active = inhibition above about 50%
# FLuc inh counter = firefly luciferase enzyme inhibitors, primary screen, artefact control for luciferase-based inhibitor screens, biochemical, luminescence, ATPLite. actives 1.5% (n = 200,000). AID 1006, 2008. inhibition, % at 10 µM. Luciferin 4-monooxygenase (Photinus pyralis), P08659. 10 min;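 active = inhibition above about 50% when tested at 10 µM, limit read from the data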
# APP 5'UTR act = activators of APP 5'UTR luciferase reporter, primary screen, SH-SY5Y cells | SH-SY5Y APP 5'UTR luciferase reporter, luminescence; zero percent = DMSO vehicle wells | activation, % at 2 µM | actives 1% (n = 190,000) | AID 1276, 2008;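 active = activation above a set limit, based on mean plus 3 SD of controls, cut at about 140% in these data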; also: values of inactives mirror those of a sister screen read the other way
# HMGR II inh = inhibitors of E. faecalis class II HMGR, primary screen, biochemical, Enterococcus faecalis. HMG-CoA reductase (Enterococcus faecalis, mvaE). purified E. faecalis HMGR, NADPH absorbance 340 nm kinetic. inhibition, % at 10 µM. actives 0.41% (n = 190,000). AID 1066, 2008;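 active = inhibition above a set limit, the median over all tested compounds plus 3 SD, cut at about 9.5% in these data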;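 also: enzyme runs in reverse so mevalonate oxidation gives rising NADPH absorbance; 0% = complete reaction with DMSO and 100% = background rate lacking mevalonate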
# NF-kB neuron act = activators of NF-kB expression in neurons, primary screen, cell-based, HTS; human neuronal cells, NF-kB reporter expression; active compounds read high; fold change at 12.5 µM; actives 1.6% (n = 190,000); in the data active = fold change above about 3.3
# Hsp70 act = Hsp70 transcriptional activators, primary screen, cell-based, HeLa, Hsp70 promoter luciferase, luminescence, 10 µM; actives 0.04% (n = 200,000); AID 1203, 2008; HeLa Hsp70 promoter luciferase reporter; scaled: vehicle 0, proteasome-inhibitor control 100%; activation, % at 10 µM;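 active = activation above the mean across all tested compounds plus 3 SD, cutoff set per campaign, cut at about 5.5% in these data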;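 also: 100% = MG132 at 30 µM as the positive control and 0% = DMSO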
# Redox H2O2 prof = compounds producing H2O2 with reducing agent – biochemical, NIH compound library profiling, artefact control for MLSCN library redox annotation, primary screen. AID 878, 2007. DTT-dependent redox cycling H2O2, phenol red/HRP absorbance; 100% = 100 µM peroxide control, 0% = buffer. actives 0.03% (n = 200,000). activation, % at 10 µM;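 active = activation of at least 50% relative to the plate's high and low controls in the primary single-dose screen; inactive = activation below 50%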;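 also: compound incubated with DTT at 0.8 mM final as the reducing agent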
# APP 5UTR inh = inhibitors of APP translation via 5'UTR reporter, primary screen, APP 5'UTR luciferase, SH-SY5Y cells; SH-SY5Y APP 5'UTR-luciferase reporter, luminescence; inhibition, % at 2 µM; actives 0.82% (n = 190,000);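 active = inhibition above a set limit, derived from the sample mean plus 3 SD, cut at about 45% in these data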; also: values of inactives mirror those of a sister screen read the other way
# The depositor's hits bear a star; x = no result given.
# Start of the data: the first two entries, ahead of the listing:
smiles,FLuc act counter,STAT1 activator,G6PDH CS,FLuc inh counter,APP 5'UTR act,HMGR II inh,NF-kB neuron act,Hsp70 act,Redox H2O2 prof,APP 5UTR inh
Cc1ccc(CN2CC(C(=O)Nc3nnc(SCc4c(Cl)cccc4Cl)s3)CC2=O)cc1 (configuration not stated),1.1,104,-38,-8,16,-4,0.85,-0.2,0.4,-16
Cc1cccc(C)c1OC(=O)CN(c1ccc(Cl)cc1)S(C)(=O)=O,1.1,89,-10,-6,x,-5,1.1,-0.4,2.4,x

# The whole of this part, from the start:
smiles,FLuc act counter,STAT1 activator,G6PDH CS,FLuc inh counter,APP 5'UTR act,HMGR II inh,NF-kB neuron act,Hsp70 act,Redox H2O2 prof,APP 5UTR inh
Cc1ccc(CN2CC(C(=O)Nc3nnc(SCc4c(Cl)cccc4Cl)s3)CC2=O)cc1 (configuration not stated),1.1,104,-38,-8,16,-4,0.85,-0.2,0.4,-16
Cc1cccc(C)c1OC(=O)CN(c1ccc(Cl)cc1)S(C)(=O)=O,1.1,89,-10,-6,x,-5,1.1,-0.4,2.4,x
CCCCOc1ccccc1NC(=O)c1scc2c1OCCO2,1,108,-2,-5,-25,8,1.1,0.1,-0.4,25
O=C(CCc1ccc(S(=O)(=O)N2CCOCC2)cc1)Nc1ccc(N2CCOCC2)cc1,1.1,96,1,-8,8,-2,1,-0.2,-2.0,-8
O=C1CC(=O)C(n2cncn2)C(c2cccc(Cl)c2)C1 (configuration not stated),1.1,102,-3,-7,0,-4,1.2,-0.2,19,0
COc1ccccc1-c1nnc(Sc2nc([N+](=O)[O-])nn2C)o1,1,80,-6,-4,x,2,1.1,-0.3,0.2,x
O=S(=O)(Nc1nc2c(s1)CCCC2)c1ccc2ccccc2c1,1,104,7,-5,3,-4,1.6,-0.2,0.1,-3
O=C(Nc1nnc(-c2ccccc2)s1)c1cccc(S(=O)(=O)N2CCOCC2)c1,1,98,2,-4,2,0,0.95,0.0,0.1,-2
CC(C)(C)c1ccc(NC(=O)CSc2nnc(-c3n[nH]c4ccccc34)o2)cc1,1,101,-11,2,93,-1,1,-0.1,-0.2,-93
COc1ccc(-c2cc(C(=O)NCc3ccco3)no2)cc1OC,1.1,104,-2,-5,18,-4,1.2,-0.1,0.1,-18
COC(=O)Cn1cc(C(=O)c2cccs2)c2ccccc21,0.9,95,-2,6,23,-2,1.1,0.2,1.0,-23
COc1cc([N+](=O)[O-])ccc1NC(=O)CSc1nccn1C,1,105,7,-5,7,-1,1.3,-0.2,-0.9,-7
CCOC(=O)NC(Nc1ccc(S(N)(=O)=O)cc1)(C(=O)OCC)C(F)(F)F (configuration not stated),1,87,7,2,x,-8,1.1,-0.4,3.7,x
Cc1csc(N(C(=O)CCNC(=O)c2ccc([N+](=O)[O-])cc2)c2ccccc2)n1,1,84,2,-4,-14,-2,0.85,-0.3,0.3,14
O=C(NCCc1ccc(Cl)cc1)C1CCN(S(=O)(=O)c2ccc(Br)s2)CC1,1,106,6,0,-20,-1,0.96,-0.5,-0.4,20
COCCCNC(=O)/C(C#N)=C/c1cccc(NC(=O)c2ccccc2Cl)c1,1,104,-10,-4,9,-5,1.1,-0.5,0.3,-9
Cc1nn(-c2ccccc2)c(C)c1/C=N/NC(=O)c1cc(C23CC4CC(CC(C4)C2)C3)[nH]n1,1,100,-14,0,11,1,0.77,0.1,2.5,-11
Cc1cccc(N2CC(O)(c3cccs3)[N+]3=C2CCCC3)c1 (configuration not stated),1.1,72,-3,-10,9,-1,1.3,-0.2,0.1,-9
COc1cccc(CNC(=O)CN(c2cc(C)cc(C)c2)S(=O)(=O)c2c(C)noc2C)c1,1.1,100,7,-6,1,1,0.68,-0.1,-0.8,-1
O=C(Nc1ccccn1)c1cccc(S(=O)(=O)N2CCOCC2)c1,1,99,11,1,-19,-15,1,-0.2,-2.2,19
COc1ccccc1NS(=O)(=O)c1cc([N+](=O)[O-])ccc1N/N=C/c1c[nH]c2ccccc12,1,105,11,0,-3,2,0.79,-0.3,-0.6,3
CN1C(=O)CSc2ccc(NC(=O)N3CCOCC3)cc21,1,101,1,-3,-9,-1,0.8,0.3,1.0,9
CC1(c2ccccc2)NC(=O)N(CC(=O)NC(=O)NCc2ccco2)C1=O (configuration not stated),1.1,94,9,-10,-15,0,1.3,-0.2,1.7,14
Cc1cccc(NC(=O)CSc2nc3c(c(=O)[nH]2)CCCC3)c1C,1.1,106,0,-7,-5,-2,1.2,-0.5,0.3,5
CCOc1cc(C(N)=O)cc(Cl)c1OCc1ccccc1,1,101,12,-3,-9,-7,0.94,0.1,-3.5,9
COc1ccc2c(=O)c(C(=O)NCCc3ccc(OC)c(OC)c3)c[nH]c2c1,1,105,2,-4,30,-2,1.1,-0.2,1.1,-30
OC(COCCC12CC3CC(CC(C3)C1)C2)CN1CCCC1 (configuration not stated),1,105,13,-3,2,-3,1.4,-0.1,-4.2,-2
COc1ccc(-c2ccc(-c3noc(C)n3)c(OC)n2)cc1,1,127,1,-2,53,-4,2.1,-0.2,3.0,-53
C=CCn1c(CCNC(=O)c2ccccc2F)nnc1SCC(=O)Nc1ccc(OC)cc1,1,101,1,-2,-4,-3,1.1,-0.4,0.1,4
CCOc1ccccc1C(=O)Nc1ccccc1-c1ccccc1,1.1,101,-8,-7,7,-4,1,0.1,-0.4,-7
COC(=O)CSc1nnc(C2COc3ccccc3O2)n1-c1ccccc1 (configuration not stated),1,83,1,-3,-2,0,1.3,-0.6,1.0,2
O=C(CSc1nnnn1C1CCCCC1)NCc1cccs1,1.1,100,0,-7,2,1,0.97,-0.2,-0.4,-2
Cc1cccc(CN2CCN(C3CCCC3)C(CCO)C2)n1 (configuration not stated),1,97,7,0,-20,1,1.2,-0.2,-1.5,20
Cc1cc(=O)oc(C)c1C(=O)NCCNC(=O)c1c(C)cc(=O)oc1C,1.1,102,0,-8,-9,-5,1.3,-0.3,-0.2,8
CCn1c(SCC(=O)Nc2ccccc2N2CCOCC2)nnc1-c1ccccc1,1.1,101,11,-6,11,1,0.77,-0.1,0.4,-11
CNC(=O)c1nnn(Cc2ccccc2)c1NC(=O)C(F)(F)F,1.1,99,9,-6,-3,-5,1.1,-0.2,-6.0,3
Cc1cc(SCn2nnc3ccccc3c2=O)nc2ccccc12,1,105,7,-3,-2,115*,1.9,-0.5,0.4,2
c1ccc(-c2oc3ncnc(NCCCN4CCOCC4)c3c2-c2ccccc2)cc1,1,97,3,-4,0,-8,0.44,0.0,-0.2,0
CC(=O)N1N=C(c2cccs2)CC1c1ccc(C)o1 (configuration not stated),1.1,98,9,-8,-3,-6,1.3,-0.1,-0.3,3
CCn1c(=O)c(C(=O)NNS(=O)(=O)c2ccc(C)cc2)c(O)c2ccccc21,1.1,101,-12,-8,5,-1,1.2,-0.2,0.4,-5
COCCOc1ccc(C(F)(F)F)cc1Nc1nc2ccccc2o1,1,98,7,-4,23,1,0.75,-0.1,-0.4,-23
COC(=O)CCC/C=C1/SCC(NC(=O)c2ccccc2)C1NC(C)=O (configuration not stated),1.1,94,13,-7,3,-3,0.92,-0.1,-0.2,-3
O=C(COc1ccc(C(=O)c2ccccc2)cc1)NC1CCCCCC1,1.1,87,1,-5,-18,2,1,-0.3,x,18
CCOP(=O)(c1ccccc1)C1(O)CCCCC1 (configuration not stated),1.1,92,3,-6,-1,1,1.2,0.1,0.2,1
CN1C(=O)[C@@H]2[C@@H]3C[C@@H]([C@H]4ON=C(c5ccc(Cl)cc5)[C@@H]34)[C@@H]2C1=O,1,96,-7,-3,2,-9,1.5,-0.3,-0.2,-2
CC(C)OCCCNCc1cccs1,1.1,97,9,-6,9,-7,1.1,0.7,-4.2,-9
COc1ccc(OCC(=O)Nc2ccc(N3CCN(C(=O)c4ccccc4C)CC3)cc2)cc1,1.1,106,4,-6,7,-7,1.8,0.0,-1.2,-6
COC(=O)CCNS(=O)(=O)c1ccc2ccccc2c1,1.1,96,3,-6,8,-5,1.1,-0.3,0.0,-8
Cc1cc(C)n(-c2cc(N3CCN(S(=O)(=O)c4ccc(Cl)cc4)CC3)ccc2[N+](=O)[O-])n1,1.1,102,9,-9,4,-7,0.98,-0.4,0.0,-4
Cc1cc(C)n(CCOc2nonc2N)n1,1.1,99,4,-6,20,-1,1.7,0.4,2.2,-20
C=CCn1c(-c2csc(-c3ccccc3)n2)n[nH]c1=S,1,102,10,-1,x,4,1.4,-0.3,6.0,x
O=C(CCc1ccccc1)Nc1ccccc1C(=O)N1CCOCC1,1.1,101,5,-6,10,-3,1.1,0.2,0.6,-10
CC1Cc2cc(/C(O)=C3/C(=O)C(=O)N(CCCn4ccnc4)C3c3cccnc3)ccc2O1 (configuration not stated),1,106,10,0,-1,-7,1.1,0.0,6.2,1
CC(=O)c1cccc(NC(=O)/C(=C\c2ccco2)NC(=O)c2cccs2)c1,1,100,3,-3,0,-1,1,-0.2,-0.1,0
CCOC(=O)c1[nH]ncc1CN1CCCC(C(=O)c2ccc(C(C)(C)C)cc2)C1 (configuration not stated),1.1,91,19,-6,-2,-6,1.1,-0.3,-0.6,2
CCOc1cc(NC(=S)NCc2ccco2)c(OCC)cc1NC(=O)c1ccco1,1.1,94,8,-5,-16,-6,1.1,0.1,1.0,16
CCOC(=O)c1c(C)[nH]c(C(=O)COC(=O)CNC(=O)c2ccc(Cl)cc2Cl)c1C,1,109,-1,-4,14,5,1.8,-0.4,0.3,-14
CN(Cc1ccccn1)Cc1nc(-c2ccc(Cl)cc2)no1,1,105,7,-4,7,-5,1.6,-0.5,-0.5,-7
COc1ccccc1N1CCN(CCCNC(=O)Nc2ccccc2)CC1,1,93,3,-1,-15,-3,1.1,-0.2,0.6,15
COCc1nnc(SCC(=O)Nc2cccc(Cl)c2C)n1-c1ccccc1,1.1,98,3,-8,19,0,1,-0.3,-0.3,-19

# New compounds follow.
smiles,FLuc act counter,STAT1 activator,G6PDH CS,FLuc inh counter,APP 5'UTR act,HMGR II inh,NF-kB neuron act,Hsp70 act,Redox H2O2 prof,APP 5UTR inh
CC(C)C1CC(CCN2CCCCC2)(c2ccccc2)CCO1 (configuration not stated),1.1,93,-1,-9,3,-5,0.93,0.1,-0.9,-3
O=C(CCC1COc2ccccc2O1)Nc1cccnc1 (configuration not stated),1.1,86,-14,-6,21,-3,1.1,-0.3,1.2,-21
Cc1ccc2nc(NC(=O)CCNS(=O)(=O)c3cccs3)sc2c1,1,110,3,4,3,1,1.1,-0.4,-0.6,-3
CCOc1ccc(S(=O)(=O)n2nnc3ccccc32)cc1C,1.1,97,-8,-9,25,0,1.1,-0.2,0.4,-25
